Growth percent in the NCI-60 one-dose screen (48 h, 10 µM unless noted): 100 = growth as untreated, 0 = no growth, -100 = all killed.
HL-60(TB) = HL-60(TB) leukemia cells; hit rate 9% among 78,000; active means growth percent below 10
The depositor's hits bear a star; & = joins results of further samples; [ ] = another dose, or the depositor's remark. An excerpt. The share of hits here may be higher or lower than overall.

SMILES | HL-60(TB)
CS(=O)(=O)Nc1ccc(C(=O)NC(C(=O)NO)c2ccc(N3CCNCC3)cc2)cc1 (configuration not stated) | 110
O=C(Nc1cccc(Cl)c1)Nc1nc2ccc([N+](=O)[O-])cc2s1 | -40*
Cc1ccccc1-n1nnc(C(=O)Nc2ccc(-c3ccccc3)cc2)c1C | 50[50 µM]
CCCCCCCCCCCCCCCCCCOc1ccccc1N | 2.1*
COc1ccc(C2CC(c3ccc4ccccc4c3)=NN2c2nc(O)c(C3=c4cc(OC)ccc4=NC3=O)s2)cc1 (configuration not stated) | 36
COC(=O)c1c(C)nc(C)c2c1C(=O)C=C(NCCc1c[nH]c3ccccc13)C2=O | 79
Cc1ccc(S(=O)(=O)N(CCCc2c(C)nc(N)[nH]c2=O)Cc2ccc([N+](=O)[O-])cc2)cc1 | 97
CC/C(Cc1ccccc1)=C(/c1ccc(O)cc1)c1ccc(OCCN(CC)CC)cc1 | 80
C=C(C)[C@@H]1CC=C2c3sc(-c4ccc(F)c(F)c4)nc3C[C@@H](C)[C@]2(C)C1 | 105
CCOC(=O)c1nn(CC(O)c2ccccc2)c(NC(=O)Nc2ccc(F)cc2)c1C (configuration not stated) | 85
CCC(C)C(C)(O)CC (configuration not stated) | 98
CC(=O)N1N=C(c2cccc(OCCCCOc3cccc(C4=NN(C(C)=O)C(c5ccc(Cl)cc5)C4)c3)c2)CC1c1ccc(Cl)cc1 (configuration not stated) | 87
C=C(C)[C@@H]1CC[C@]2(COC(=O)c3ccccc3C(=O)O)CC[C@]3(C)[C@H](CC[C@@H]4[C@@]5(C)CC[C@H](OC(=O)c6ccccc6C(=O)O)C(C)(C)[C@@H]5CC[C@]43C)[C@@H]12 | 38[100 µM]
COc1ccc(N2COC(=O)c3ccccc32)cc1 | 98
Cc1cc(C(=O)NN)c(C#N)c(=O)[nH]1 | 111
CC(Cl)[N+](=O)[O-] (configuration not stated) | 68
CCOC(=O)c1sc(/N=C2\NC(=O)/C(=C/c3ccc(OC)cc3)S2)nc1C | 101
CCOC(=O)c1cc(OCC)nc2ccccc12 | 102
Cn1c(=O)c2[nH]c(/N=N/N3CCCCC3)nc2n(C)c1=O | 88
O=C(CCCCC(=O)N/N=C\c1ccccc1Cl)N/N=C\c1ccccc1Cl | 30
COc1ccc(NS(=O)(=O)/N=C2\NC(=O)NC2=C(Cl)Cl)cc1 | 108
O=C1/C(=C/c2ccccn2)Sc2c(Br)cccc21 | 97
Oc1[nH]c(=S)sc1C=Nc1ccc(Cl)cc1 | 101
O=C(O)CCc1ccccc1 | 80
O=C1NC(=O)N(C2CCCCC2)CC1Br (configuration not stated) | 92
CCCCCCCCCCCCCCCCCOC(=O)CCCCCCCCCCCCCCCCC | 126
COc1ccc2c(c1)O/C(=C/c1ccc(OCC(=O)Nc3ccc(S(=O)(=O)N=C(N)N)cc3)cc1)C2=O | 75
NC(=O)N/N=C/c1cccs1 | 93
COC(=O)c1cc(-c2cc3ccccc3o2)c(C#N)c(=O)[nH]1 | 94
C=CCOC(=O)C1=C(C)NC2=C(C(=O)CC(C)(C)C2)C1c1ccc(OCc2ccccc2)c(OC)c1 (configuration not stated) | 78
CN1CC(c2ccc(Br)cc2)C(C(=O)c2cccc(O)c2)C12C(=O)c1ccccc1C2=O (configuration not stated) | 101
C[C@]12CCC(=O)C[C@@H]1CC[C@@H]1[C@@H]2CC[C@]2(C)[C@@H](OC(=O)N(CCCl)N=O)CC[C@@H]12 | -10*
COc1cccc2nc3n(c12)C(c1c(F)cccc1F)SC3 (configuration not stated) | 70
O=C(CCC(C(=O)c1ccccc1)c1ccccc1)c1ccccc1 (configuration not stated) | 28
COc1ccc2[nH]c(=O)c3c(c2c1)OC(N)=C(C#N)C31c2cc(Br)ccc2-c2ccc(Br)cc21 | 95
Cc1ccc2nc(Cl)c(Cn3nnnc3SCc3ccccc3)cc2c1 | 97
CC(=O)Oc1ccc(N2C(=O)C=CC2=O)cc1 | 82&94
Clc1ccc(C2c3ccccc3-c3nccn32)c(Cl)c1 (configuration not stated) | 49
O=Cc1c(-c2ccc(F)cc2)nc2sc(-c3c[nH]c4ccccc34)nn12 | 73
CCCc1ccc(-c2ccc(=O)n(-c3ccc(S(N)(=O)=O)cc3)n2)cc1 | 103
CN(C)Cc1ccc2ccccc2c1O | 108
NS(=O)(=O)c1ccc(N2N=C(c3ccc(Cl)c(Cl)c3)CC2c2cn(-c3ccccc3)nc2-c2ccc(Cl)cc2)cc1 (configuration not stated) | 82
O=C(/C=C/c1cccc([N+](=O)[O-])c1)c1ccccc1 | 71
Cc1ccc(S(=O)(=O)OCC2CCC(COS(=O)(=O)c3ccc(C)cc3)O2)cc1 (configuration not stated) | 98
CCOC(CN1CCN(CC(C)C(=O)c2ccccc2)CC1)c1ccccc1 (configuration not stated) | 110
CNC(=O)c1cc(Oc2ccc3c(c2)sc2nc(-c4ccc(NC(=O)[C@@H](NC(=O)OC)C(C)C)cc4)cn23)ccn1 | 51
COc1ccc2c(c1)cn1c3ccc(OC)cc3[nH]c(=O)c21 | -54*
CC1(C)OCC(C2OC3OC(C)(C)OC3C2O)O1 (configuration not stated) | 105
O=CNC1(c2ccccc2)CCCCC1 | 82
N=C(N)c1ccc(-c2ccc(-c3ccco3)o2)cc1F | -17*
O=C(c1c2c(nn1-c1ccc(F)cc1)CCC(NCc1ccc(F)cc1)C2)N1CCCCC1 (configuration not stated) | 93
Cc1cc(O)c(C(C)C)cc1N=Cc1ccc(C(C)C)cc1 | 84
O=C(COC(=O)C1=NN(c2ccccc2)C(=O)CC1)Nc1ccc2c(c1)OCCO2 | 53
COc1cc(NS(=O)(=O)c2ccc(N)cc2)ncn1 | 105
CCOC(=O)c1cnn2c1N(C)C(c1ccccc1)C2 (configuration not stated) | 104
O=c1[nH]c(-c2cn(-c3ccc(Cl)cc3)nn2)nc2ccccc12 | 100
O=c1[nH]c2ccccc2cc1-c1nnc(Cn2c(COc3ccccc3)nc3ccccc32)o1 | 62
O=S(=O)(/N=c1\c2ccccc2cnn1C1=NCCN1S(=O)(=O)c1ccc(Br)cc1)c1ccc(Br)cc1 | 99
Cc1cccc(-c2nnc(-c3ccc4ccccc4c3)o2)c1 | 106
Nc1ccc(N=Nc2ccccc2)c(N)n1 | 87&94&95

Other compounds
SMILES | HL-60(TB)
O=C1C(Cl)C(c2ccccc2[N+](=O)[O-])N1n1cnnc1 (configuration not stated) | 105
CCCCCCCCCCCC(c1ccccc1)N(C)C (configuration not stated) | 104
CC(=O)CC(=O)OC/C=C(/C)CCC=C(C)C | 124
Cc1nn(-c2ccc(F)cc2)c2ncnc(Oc3ccc(NC(=O)Nc4ccc(Cl)c(C(F)(F)F)c4)cc3)c12 | 99
CC1CN=C(NS(=O)(=O)c2ccccc2)N1 (configuration not stated) | 107
COC(=O)C(N=Nc1ccccc1)C(C)=O (configuration not stated) | 108
CC1(C(=O)O)CC12c1ccccc1-c1ccccc12 (configuration not stated) | 98
Nc1cc2c(cc1N)-c1cc(N)c(N)cc1C2 | 103
COc1ccc(-c2cc(-c3cccnc3)nc(SCC(=O)c3ccccc3)c2C#N)cc1OC | 78
O=C(O)CCC(=O)Nc1ccccc1 | 107
O=C(Nc1ccc(Cl)cc1)c1cccnc1 | 96
NC1=C(O)C(=O)C(c2cccnc2)O1 (configuration not stated) | 108
C/C(O)=C(/C=N/C(=S)Nc1ccc(S(N)(=O)=O)cc1)C(=O)Nc1ccccc1C | 103
CN1CCN(C(=O)[C@@]2(C)CC[C@]3(C)CC[C@]4(C)C(=CC[C@@H]5[C@@]6(C)CCC(=O)C(C)(C)[C@@H]6CC[C@]54C)[C@@H]3C2)CC1 | 31
O=C(Nc1ccc(S(=O)(=O)Nc2ncccn2)cc1)c1ccc(C(=O)Nc2ccc(S(=O)(=O)Nc3ncccn3)cc2)cc1 | 98
CC(C)(O)c1cncc(-c2ccc3ncnc(N4CCc5cc(F)c(Cl)cc54)c3c2)c1 | 1.4*
COC(=O)c1c2c(c(C)[n+]([O-])c1C)C(=O)C(NCc1ccc(Cl)cc1)=CC2=O | 80
CCC(=O)OC1C(OC2C(C)C(OC3CC(C)(OC)C(O)C(C)O3)C(C)C(=O)OC(CC)C(C)(O)C(O)C(C)C(=O)C(C)CC2(C)O)OC(C)CC1N(C)C (configuration not stated) | 108
Nc1nc(SC/C=C/CCl)c2ncn(C/C=C/CCl)c2n1 | 73&107
CN(CCCCN(C)CCOS(C)(=O)=O)CCOS(C)(=O)=O | 61
Cc1cccc2cc3c(nc12)Nn1c(nnc1-c1ccc[nH]c1=S)SC3 | 104
CC[Si](CC)(CC)O[Si](CC)(CC)CC | 151
Cc1ccnc2c(OCc3ccccc3)cccc12 | 111
CC(=O)O[C@H]1CC[C@]2(C)C3=C(C(=O)C[C@H]2C1(C)C)[C@]1(C)CC[C@H]([C@H](C)CCC(=O)O)[C@@]1(C)CC3=O | 108
O=C(Nc1ccc(C2=NCCN2)cc1)c1ccc(Br)c(C(=O)Nc2ccc(C3=NCCN3)cc2)c1 | 145
COc1ccc(OC)c(/C=C/c2nc(SCc3ccccc3)n(-c3ccccc3)n2)c1 | 113
O=C1NC(=S)NC1Cc1ccc(O)cc1 (configuration not stated) | 118
Nc1c(N)c(Cl)c(Cl)c(Cl)c1Cl | 29
Fc1cc2c(cc1Cl)N(c1ncnc3ccc(-c4ccc5n[nH]nc5c4)cc13)CC2 | 69
C/C(CN1CCCCC1)=N\O | 190
O=[N+]([O-])c1ccc(N=Nc2ccc(O)cc2O)cc1 | 33
O=C1Nc2ccccc2/C1=C\c1ccc(OCc2ccccc2)cc1 | 88
CN[C@@H](c1ccccc1)[C@H](O)c1ccccc1 | 103
CC(C)CC(=O)OC1CCC(C2CCCCC2)CC1 (configuration not stated) | 97
Nc1nc(-c2ccccc2)ns1 | 97&55
CN(C)C(=S)SC1(CN2CCOCC2)COc2c(Cl)cc(Cl)cc2C1=O (configuration not stated) | 56
CC(=O)Nc1cccc(-c2ccc3c(c2)NC(=O)/C3=C\c2ccc[nH]2)c1 | 20
CN(C(=O)CCCCC(=O)N(C)c1ccccc1)c1ccccc1 | 92
Nn1c(-c2ccccn2)nn2c(=O)c3cnn(-c4ccccc4)c3nc12 | 98
O=C(Cc1n[nH]c(=O)c2ccccc12)OCc1c(Cl)cccc1Cl | 34
COc1ccccc1N=Nc1c(S(=O)(=O)O)cc2cc(S(=O)(=O)O)cc(N=Cc3ccc(N(C)C)cc3)c2c1O | 106
c1ccc2c(c1)-c1cccc3cncc-2c13 | 82
O=NN(CCCl)C(=O)Nc1ccc(NC(=O)N(CCCl)N=O)cc1 | 95
O=c1c2cc(F)ccc2sc2c(OCCO)nc3ccccc3c12 | 109
Nc1nc(Nc2ccccc2SSc2ccccc2Nc2nc(N)nc(-c3ccc(I)cc3)n2)nc(-c2ccc(I)cc2)n1 | 83
CCOC(=O)C1C(=O)C=C(c2ccc(Cl)cc2)CC1c1sc(N(C)Cc2ccccc2)nc1Cl (configuration not stated) | 77
COC(=O)c1c(-c2ccc(C(F)(F)F)cc2)nn(-c2cccc(Cl)c2)c1C(=O)OC | 99
CCSc1nc(C)cc(Nc2ccc(Cl)cc2)n1 | 105
COc1ccc(C2=NN3C(C2)c2ccccc2OC3c2ccncc2)cc1 (configuration not stated) | 94
O=C(OCCOCCN1CCCCC1)N1c2ccccc2Sc2cccnc21 | 108
COc1ccc(CSC(=N)N)cc1OC | 79
COC(=O)c1c(C(=O)OC)c2c3ccccc3c3ccccc3n2c1C(C)=O | 105
CONc1ccn(C2OC(CO)C(O)C2O)c(=O)n1 (configuration not stated) | 99
CCCOC(c1ccc2c(c1)OCO2)C(C)Br (configuration not stated) | 99
COc1ccccc1NCc1cccn1Cc1ccccc1 | 109
CN1CCN(CCCOc2ccc3nc(Nc4ccc(Cl)c(C(F)(F)F)c4)ccc3c2)CC1 | 64
CC(C)OC(=O)[C@H](C)N[P@@](=O)(OC[C@@]1(C)O[C@@H](n2cc(F)c(N)nc2=O)C[C@@H]1O[P@](=O)(N[C@@H](C)C(=O)OC(C)C)Oc1ccccc1)Oc1ccccc1 | 96
O=C(Cc1ccccc1)c1ccccn1 | 64
S=C(N/N=C\c1ccc(Cl)cc1Cl)N/N=C/c1ccc(Cl)cc1Cl | 96
O=C(O)c1cc(C(F)(F)F)cc(C(F)(F)F)c1 | 88
O=C(COC(=O)c1ccc(S(=O)(=O)N2CCCCCC2)cc1)NCC1CCCCC1 | 108
O=C(Cc1ccccc1)C(O)c1ccccc1 (configuration not stated) | 119
COc1cc(CNC(=O)/C=C/C=C/c2ccc3c(c2)OCO3)ccc1OCc1cn(-c2ccc(Cl)cc2)nn1 | 89

Given tab-delimited: 18 of the compounds above
canonical_smiles	HL-60(TB)
COc1ccccc1N=Nc1c(S(=O)(=O)O)cc2cc(S(=O)(=O)O)cc(N=Cc3ccc(N(C)C)cc3)c2c1O	106
c1ccc2c(c1)-c1cccc3cncc-2c13	82
O=NN(CCCl)C(=O)Nc1ccc(NC(=O)N(CCCl)N=O)cc1	95
O=c1c2cc(F)ccc2sc2c(OCCO)nc3ccccc3c12	109
Nc1nc(Nc2ccccc2SSc2ccccc2Nc2nc(N)nc(-c3ccc(I)cc3)n2)nc(-c2ccc(I)cc2)n1	83
CCOC(=O)C1C(=O)C=C(c2ccc(Cl)cc2)CC1c1sc(N(C)Cc2ccccc2)nc1Cl (configuration not stated)	77
COC(=O)c1c(-c2ccc(C(F)(F)F)cc2)nn(-c2cccc(Cl)c2)c1C(=O)OC	99
CCSc1nc(C)cc(Nc2ccc(Cl)cc2)n1	105
COc1ccc(C2=NN3C(C2)c2ccccc2OC3c2ccncc2)cc1 (configuration not stated)	94
O=C(OCCOCCN1CCCCC1)N1c2ccccc2Sc2cccnc21	108
COc1ccc(CSC(=N)N)cc1OC	79
COC(=O)c1c(C(=O)OC)c2c3ccccc3c3ccccc3n2c1C(C)=O	105
CONc1ccn(C2OC(CO)C(O)C2O)c(=O)n1 (configuration not stated)	99
CCCOC(c1ccc2c(c1)OCO2)C(C)Br (configuration not stated)	99
COc1ccccc1NCc1cccn1Cc1ccccc1	109
CN1CCN(CCCOc2ccc3nc(Nc4ccc(Cl)c(C(F)(F)F)c4)ccc3c2)CC1	64
CC(C)OC(=O)[C@H](C)N[P@@](=O)(OC[C@@]1(C)O[C@@H](n2cc(F)c(N)nc2=O)C[C@@H]1O[P@](=O)(N[C@@H](C)C(=O)OC(C)C)Oc1ccccc1)Oc1ccccc1	96
O=C(Cc1ccccc1)c1ccccn1	64
